KinaseGlo FLuc = Counterscreen for Luciferase (Kinase-Glo TM) Inhibition; Luciferin 4-monooxygenase (Photuris pensylvanica), Q27757; Kinase-Glo luciferase, ATP luminescence, 8 min; Potency, µM (top dose mostly 38.3 µM), for inactives: top-dose activity change, negative = inhibition, most hits filed as inhibitors; 200,000 tested, 0.28% active; AID 1379, 2008; note: potency is the fitted concentration of half-maximal effect; % is set by controls: 0 for no effect and ±100 for the full control effect; nearly all actives have a fitted effect of over 60% in size
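Recombinant Kinase-Glo luciferase, 10 uM ATP (linear range), luciferin; imidazole pH 7.2 / KCl / MgCl2 / Tween / BSA buffer; 8 min RT; luminescence.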
aGal spleen mod = qHTS Assay for Inhibitors and Activators of Human alpha-Galactosidase From Spleen Homogenate; Potency, µM (top dose mostly 80 µM), for the others: at the top dose activity change, negative = inhibition, most hits filed as inhibitors; AID 2107, 2009; Alpha-galactosidase A (Homo sapiens), P06280; 240,000 tested, 0.008% active; human spleen homogenate, 4MU-alpha-Gal fluorescence, 40 min;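 note: potency is the fitted concentration of half-maximal effect; 0% = enzyme with vehicle and -100% = no enzyme basal signal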
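qHTS titration in buffer at pH 5.0. Alpha-galactosidase activity in spleen homogenate was measured via 4-methylumbelliferone release from 1 mM fluorogenic substrate after 40 min at 37C and a pH 10 stop. AC50 came from Hill fits of control-normalized data.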
CBFb-RUNX1 inh = qHTS Assay for Compounds Blocking the Interaction Between CBF-beta and RUNX1 for the Treatment of Acute Myeloid Leukemia | AlphaScreen CBFb-His/RUNX1-biotin binding, biochemical | 230,000 tested, under 10 active | Potency, µM (highest dose often 59.8 µM), for inactives: at the top dose activity, negative = inhibition, most hits filed as inhibitors; note: % of control where 0% means no effect
Target sequence (Q01196 whole entry, looked up): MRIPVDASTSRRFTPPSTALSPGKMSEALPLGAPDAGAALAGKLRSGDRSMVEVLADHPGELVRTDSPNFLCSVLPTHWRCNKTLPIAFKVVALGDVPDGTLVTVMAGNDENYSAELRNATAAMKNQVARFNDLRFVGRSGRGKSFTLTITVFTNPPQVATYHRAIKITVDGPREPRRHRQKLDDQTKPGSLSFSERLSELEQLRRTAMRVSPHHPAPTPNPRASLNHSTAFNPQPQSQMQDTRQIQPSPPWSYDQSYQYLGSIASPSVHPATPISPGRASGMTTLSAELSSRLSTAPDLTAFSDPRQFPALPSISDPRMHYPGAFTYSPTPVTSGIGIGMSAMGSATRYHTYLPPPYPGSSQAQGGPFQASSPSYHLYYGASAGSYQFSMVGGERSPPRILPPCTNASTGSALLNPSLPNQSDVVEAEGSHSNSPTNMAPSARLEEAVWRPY
Target sequence (Q13951 whole entry, looked up): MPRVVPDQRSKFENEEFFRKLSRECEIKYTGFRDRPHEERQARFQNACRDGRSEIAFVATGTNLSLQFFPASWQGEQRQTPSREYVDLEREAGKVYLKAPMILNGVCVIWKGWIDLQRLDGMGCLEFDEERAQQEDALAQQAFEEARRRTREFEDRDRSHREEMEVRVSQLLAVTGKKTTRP
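AlphaScreen proximity signal reports loss of binding between His-tagged CBF-beta and biotin-labelled RUNX1, each at 30 nM. Proteins are pre-associated for 20 minutes, compounds added for 15 minutes, then beads for 90 minutes, all at ambient temperature.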
IMPase Li cell = qHTS Assay for Identifying the Cell-Membrane Permeable IMPase Inhibitors: Potentiation with Lithium; 210,000 tested, 0.35% active; CHO-M1 cells, IP1 TR-FRET (IP-One), carbachol + lithium; Potency, µM (doses to about 59.4 µM), for inactives: at the highest dose activity, negative = IMPase inhibition, hits mostly inhibitors;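 note: IP1 builds up when IMPase is blocked and the TR-FRET signal falls; potency is the fitted concentration of half-maximal effect; plate controls were basal vehicle for no effect and high inhibitor control for full effect; nearly all actives have a fitted effect of over 50% in size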
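Concentration–response in CHO-M1 cells, lithium-potentiated; 30 min at 37C. IP1 detected by competitive TR-FRET after 10 min lysis at RT. Hill-fitted AC50.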
NPSR antag = qHTS Assay for Antagonists of the Neuropeptide S Receptor: cAMP Signal Transduction. Q6W5P4. CHO-NPSR cells, cAMP TR-FRET, antagonist mode. Potency, µM (titrated, usually from 38.3 µM), for the others: at the top dose activity change, negative = inhibition, usual class: inhibitors. 220,000 tested, 1% active; note: potency is the fitted concentration of half-maximal effect; % is set by controls: 0 for no effect and ±100 for the full control effect; nearly all actives have a fitted effect of over 50% in size; many of its hits are not listed in these tables
Target sequence (Q6W5P4 whole entry, looked up): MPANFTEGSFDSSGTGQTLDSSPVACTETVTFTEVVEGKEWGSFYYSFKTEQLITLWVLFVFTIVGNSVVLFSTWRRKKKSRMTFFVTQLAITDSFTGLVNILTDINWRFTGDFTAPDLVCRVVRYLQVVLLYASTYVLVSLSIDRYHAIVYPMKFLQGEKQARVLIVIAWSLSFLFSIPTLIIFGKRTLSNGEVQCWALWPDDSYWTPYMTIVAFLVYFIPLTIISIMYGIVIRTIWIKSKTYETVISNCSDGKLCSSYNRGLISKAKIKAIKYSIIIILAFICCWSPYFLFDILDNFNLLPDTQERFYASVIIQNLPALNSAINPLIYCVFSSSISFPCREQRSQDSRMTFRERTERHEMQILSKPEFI
Lamin A splicing = qHTS Assay for Modulators of Lamin A Splicing | 200,000 tested, 0.01% active | AID 1487, 2009 | Potency, µM (top dose mostly 46.1 µM), inactives show at the highest dose ratio change, negative = inhibition, actives largely listed as inhibitors | HeLa LMNA splicing GFP/RFP minigene ratio, 48 h; active = well fitted inhibition curve with a large enough effect in the signal ratio, with a control signal flat, not every such curve was filed as active; inconclusive = small, poorly fitted or top-dose-only effect, or effect the other way, or a change in a side signal; the % refers to the signal ratio; note: potency is the fitted concentration of half-maximal effect; % is set by controls: 0 for no effect and ±100 for the full control effect
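S3 HeLa cells stably expressing lamin A-EGFP splicing minigene plus DsRed2, 600 cells/well, 48 h compound exposure at 37C. Laser-scanning cytometry; analysed as GFP (500-530 nm)/RFP (575-640 nm) total intensity ratio; 0.5% DMSO vehicle.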
Epigenetic derep = Quantitative High-Throughput Screen for Regulators of Epigenetic Control; murine LDR cells, GFP reporter derepression, 30 h; Potency, µM (highest dose often 53.9 µM), without a hit: at the highest dose GFP activation, most hits filed as activators; 280,000 tested, 0.2% active; note: potency is the fitted concentration of half-maximal effect; % of control where 0% means no effect; nearly all actives have a fitted effect of over 60% in size
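Derepression of a silenced CMV-GFP reporter in murine LDR cells is scored by enumerating GFP-positive cells with a laser-scanning microplate cytometer after 30 hours of treatment at 37 C.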
Active calls of the source: *; ? = inconclusive; / = not tested or not shown; [ ] = remark or other dose. Unless noted, calls come from the whole dose curve; as a rule, active = well fitted curve in the direction sought with a large enough effect; inconclusive = small, poorly fitted or top-dose-only effect, or another doubt; inactive = no such curve, though single readings can be large; an effect the other way counts as inactive or inconclusive. Some of the compounds tested; count on the stated rates, not on these rows.

| canonical_smiles | NPSR antag | CBFb-RUNX1 inh | KinaseGlo FLuc | IMPase Li cell | Epigenetic derep | Lamin A splicing | aGal spleen mod |
| --- | --- | --- | --- | --- | --- | --- | --- |
| CSc1ccc(Cl)c(C(=O)NC2CCCC2)c1 | 14.1%[46.1 µM] | 6.1% | -5.8% | 7.7%[38.3 µM] | 0.4% | 12.2% | 0.9% |
| O=C(/C=C/c1ccccc1)Nc1cccc(S(=O)(=O)Nc2ccccc2F)c1 | -24.2% | -4.8% | 0.3% | 20.5% | 0.0% | ? | 4.8% |
| O=c1cc(CSc2nc3ccccc3c(=O)[nH]2)c2ccc(O)cc2o1 | -7.1% | 6.9% | 2.0% | 18.3% | -4.6% | / | -2.1% |
| CCNC(=O)COC(=O)CCC(=O)c1ccc(F)cc1 | 7.2% | 6.1% | / | / | 6.0% | / | 6.9% |
| CCN(CC)S(=O)(=O)c1ccc(C)c(NC(=O)COC(=O)CNC(=O)c2ccc(C(C)(C)C)cc2)c1 | -6.7% | 7.0% | -0.2% | 6.3% | 1.1% | 8.9% | -6.5% |
| N#C/C(=C(/O)CN1CCOCC1)c1nc(-c2ccccc2)cs1 | -15.2%[46.1 µM] | -29.0% | -1.9% | -7.7%[38.3 µM] | -2.7% | 1.8% | 5.2% |
| COc1ccc(N2CCN(CC(O)COC(C)(C)C)CC2)cc1 (stereo not given) | 13.5% | 6.1% | -3.8% | -1.3% | -0.4% | 0.3%[46 µM] | 5.1% |
| Nc1ccc(C(=O)NCc2ccccc2)cc1 | 9.0% | 12.8% | 0.7% | 0.1% | -1.2% | ? | -0.5% |
| CC(OC(=O)c1snc(C(=O)NC2CCCCC2)c1N)C(=O)NC1CCCCC1 (stereo not given) | 13.6%[46.1 µM] | 6.2% | 5.4% | ? | 0.0% | -5.5% | 0.8% |
| COc1cc(Cl)cc(C2NC(=O)NC(C)=C2C(=O)NCc2ccccc2)c1O (stereo not given) | -20.8%[46.1 µM] | 6.2% | -0.4% | 17.6%[38.3 µM] | 2.2% | 0.6% | -2.8% |
| Cc1noc(C)c1COC(=O)/C=C/c1ccc(Cl)cc1 | -12.7% | 24.8% | -6.2% | 10.7% | -0.2% | -5.5%[9.22 µM] | -4.2% |
| O=c1[nH]c(-[n+]2ccccc2)c(/C=N/N=C(\[O-])c2ccccc2)s1 | -29.1% | -0.9% | / | / | 5.4% | / | 10.3% |
| O=c1c2cc3c(nc2[nH]c(=S)n1-c1ccccc1)CCCC3 | ? | 5.7% | / | / | -1.1% | / | -7.2% |
| Cc1noc(C)c1CSc1ccccc1C(=O)Nc1nccs1 | 5.1%[46.1 µM] | 2.5% | 7.2% | ? | 2.5% | ? | -1.4% |
| CCc1c(C)sc(NC(=S)NC(C)C2CCCO2)c1C(=O)OC (stereo not given) | -32.2% | -10.1% | 3.7% | 3.4% | 1.1% | ? | -1.0% |
| Cc1nc(CS(=O)(=O)c2ccccn2)sc1C(=O)NNC(=O)c1ccccc1 | 10.3% | 0.5% | / | / | 1.1% | / | -6.7% |
| Cc1ccc(NC(=O)CSc2nnc3n2CCCCC3)cc1 | -0.9%[46.1 µM] | 1.7% | 0.9% | -2.7% | 1.3% | -5.4% | 7.3% |
| C/C(=N\NC(=O)C(N)=O)c1ccc(Br)cc1 | 13.0% | -4.6% | -3.3% | -6.4% | -3.8% | -9.7% | 1.1% |
| Cc1c(C(=O)Nc2nc3ccccc3[nH]2)oc2ccc(Br)cc12 | -9.8%[46.1 µM] | 0.0% | / | / | 0.0% | ? | 1.9% |
| C=CCn1c(=O)[nH]c2cc(C(=O)N3CCN(c4cc(C)ccc4C)CC3)ccc2c1=O | -12.9%[46.1 µM] | 2.7% | -4.0% | 21.0%[38.3 µM] | 2.4% | 8.2% | 6.1% |
| O=C(NCC1CCCCC1)c1cc([N+](=O)[O-])ccc1N1CCOCC1 | -14.1% | -7.9% | 1.7% | 19.8% | -5.5% | 8.5%[46 µM] | 3.2% |
| CCN(CC)S(=O)(=O)c1cccc(-c2cn3cc(C)ccc3n2)c1 | -14.1%[46.1 µM] | -3.5% | -4.1% | 40.9%[38.3 µM] | 0.7% | ? | 0.3% |
| O=C(Cc1cccs1)Nc1ccc(C(=O)O)cc1 | 11.0%[7.67 µM] | -8.4% | -12.6% | -20.4%[38.3 µM] | 1.2% | 0.1% | -2.8% |
| CC1(C)C2CCC1(CS(=O)(=O)Nc1cccc(S(N)(=O)=O)c1)C(=O)C2 (stereo not given) | -2.2% | 9.5% | / | / | 2.1% | 8.8%[46 µM] | 3.1% |
| O=C1OC(C(=O)Nc2nccs2)Cc2ccccc21 (stereo not given) | -11.7%[46.1 µM] | -0.1% | 16.6% | 16.7%[38.3 µM] | 1.4% | -0.6% | 6.0% |
| CC1(C(=O)NC(=S)N(CCC#N)Cc2cccnc2)CC1(Cl)Cl (stereo not given) | -3.3% | 6.7% | -2.1% | -2.4% | -3.5% | / | 3.3% |
| COC(=O)CC1C(=O)NCCN1Cc1cn(-c2ccc(C)cc2)nc1-c1cccc(C)c1 (stereo not given) | 13.4% | 4.1% | 1.1% | 21.4% | 6.8% | / | -2.5% |
| CC[C@H](C)[C@H](NC(=O)[C@H](Cc1ccc(O)cc1)NC(=O)[C@@H](N)C(C)C)C(=O)N[C@@H](Cc1cnc[nH]1)C(=O)N1CCC[C@H]1C(=O)N[C@@H](Cc1ccccc1)C(=O)O | 8.1% | 0.2% | -8.6% | -1.3% | 1.0% | 5.0% | -7.8% |
| C=CCn1c(SCC(=O)c2[nH]c(C)c(C(C)=O)c2C)nnc1-c1ccncc1 | -7.0%[46.1 µM] | 2.6% | 16.9% | 23.8%[38.3 µM] | -1.0% | -20.3% | -8.7% |
| CCOC(=O)C1CCN(c2cc(C)nc3cc(-c4cccc(F)c4)nn23)CC1 | ? | 5.3% | 2.5% | -0.8%[38.3 µM] | -0.8% | 8.4% | -2.7% |
| O=C1CCCN1CCCNC(=S)Nc1ccc(Nc2ccccc2)cc1 | -6.3% | 8.1% | -0.2% | 28.5% | 4.9% | / | 8.9% |
| COC(=O)c1ccc(NC(=O)CSCc2ccccc2)cc1 | -9.1%[46.1 µM] | 6.1% | -6.0% | -3.8%[38.3 µM] | 0.1% | -5.5% | 6.9% |
| CCOc1ccc(/C=N/NC(=O)CNC(=O)c2ccc(S(=O)(=O)N3CCOCC3)cc2)cc1 | 2.9% | 4.6% | 0.3% | 7.8% | 0.3% | 9.0%[46 µM] | -6.7% |
| CC(C)C(NS(=O)(=O)c1cccs1)C(=O)Nc1nc(C(C)(C)C)cs1 (stereo not given) | -10.9%[46.1 µM] | 2.9% | 5.9% | 3.8%[38.3 µM] | 0.0% | -1.5% | -6.9% |
| CCOc1cccc(/C=N/NC(=S)Nc2ccccc2[N+](=O)[O-])c1O | -10.5% | ? | -1.2% | 11.4% | 1.1% | ? | -5.8% |
| COC(=O)c1c(O)cc(C(C)(C)C)n(-c2ccccc2)c1=O | -5.6% | 2.4% | -7.3% | -2.4% | -0.1% | 4.6% | 2.1% |
| COc1ccc(CNC(=S)N/N=C(\C)c2ccc(OC)cc2)cc1 | -26.6% | ? | / | / | -1.2% | / | 6.2% |
| CCOC(=O)c1cc(C#N)c(N2CCN(C(=O)c3cccc(C(F)(F)F)c3)CC2)nc1C(F)(F)F | ? | 16.5% | / | / | 2.5% | / | -10.9% |
| OC(COCc1ccc(Cl)cc1)CN1CCN(c2ccccn2)CC1 (stereo not given) | 22.4% | 7.4% | -1.5% | -0.1% | 0.0% | -12.5% | 2.7% |
| COC(=O)c1sc2nc(C)cc(-c3ccccc3)c2c1N | -32.7% | 2.3% | 0.6% | -2.2% | 0.0% | -2.5% | -2.2% |
| C=CCNC(=O)c1nn2cccnc2c1Cl | -4.0%[46.1 µM] | 6.6% | 1.9% | 12.4%[38.3 µM] | 1.1% | 1.3% | -5.8% |
| O=C(c1cccnc1NCc1ccc(F)cc1)N1CCOCC1 | -1.6%[46.1 µM] | 6.3% | -0.4% | 3.1%[38.3 µM] | -1.9% | 7.0% | -7.2% |
| CCOc1ccc(NC2C=CS(=O)(=O)C2)cc1 (stereo not given) | -9.8%[46.1 µM] | 3.3% | -1.6% | 9.5% | -1.2% | -3.3% | -5.6% |
| CCc1ccc(CNC(=O)C2CC(=O)N(CCc3ccc(C)cc3)C2)cc1 (stereo not given) | -9.7%[46.1 µM] | -0.9% | -1.8% | 6.3%[38.3 µM] | -1.7% | -6.2% | 3.6% |
| O=C(CN1CCN(Cc2ccccc2Cl)C1=O)N1CCCCCC1 | 2.2%[46.1 µM] | 1.5% | 1.2% | 4.4%[38.3 µM] | -2.7% | 11.8% | 3.2% |
| Nc1c(C(=O)N/N=C/c2ccc(F)cc2)oc2nc(-c3ccccc3)cc(-c3ccco3)c12 | 3.4% | -24.4% | / | / | 4.2% | / | 8.1% |
| O=C(NCc1cccs1)C1CCCN1C(=O)NC1CCCCC1 (stereo not given) | 3.9%[46.1 µM] | 0.4% | -1.6% | 11.8%[38.3 µM] | -0.7% | 2.9% | 8.6% |
| N#C/C(=C\c1ccccc1)C(=O)OCC(=O)N1CCCC1 | 7.7% | -21.6% | 0.2% | 5.6% | 1.1% | 19.3%[46 µM] | -7.6% |

Quoted at random: 2 compounds from above.
| canonical_smiles | NPSR antag | CBFb-RUNX1 inh | KinaseGlo FLuc | IMPase Li cell | Epigenetic derep | Lamin A splicing | aGal spleen mod |
| --- | --- | --- | --- | --- | --- | --- | --- |
| C=CCNC(=O)c1nn2cccnc2c1Cl | -4.0%[46.1 µM] | 6.6% | 1.9% | 12.4%[38.3 µM] | 1.1% | 1.3% | -5.8% |
| Nc1c(C(=O)N/N=C/c2ccc(F)cc2)oc2nc(-c3ccccc3)cc(-c3ccco3)c12 | 3.4% | -24.4% | / | / | 4.2% | / | 8.1% |

Single records (already shown):
CCOC(=O)c1cc(C#N)c(N2CCN(C(=O)c3cccc(C(F)(F)F)c3)CC2)nc1C(F)(F)F as listed: NPSR antag = ?; CBFb-RUNX1 inh = 16.5%; KinaseGlo FLuc = /; IMPase Li cell = /; Epigenetic derep = 2.5%; Lamin A splicing = /; aGal spleen mod = -10.9%
CC1(C)C2CCC1(CS(=O)(=O)Nc1cccc(S(N)(=O)=O)c1)C(=O)C2 (stereo not given) as listed: NPSR antag = -2.2%; CBFb-RUNX1 inh = 9.5%; KinaseGlo FLuc = /; IMPase Li cell = /; Epigenetic derep = 2.1%; Lamin A splicing = 8.8%[46 µM]; aGal spleen mod = 3.1%

Screening results from PubChem BioAssay.
